A350 fluor – compound fluoresces in the Alexa 350 spectral region; Compound autofluorescence, 340/450 nm, Alexa 350 dye-equivalents; active compounds read high; max dye-equivalent concentration, M; actives 11% (n = 59,000); in the data active = max dye-equivalent concentration above about 10 nM; inconclusive = mostly about 1.1 nM to 9.6 nM
4MU fluor – compounds fluorescent in 4-MU spectral region; compound autofluorescence, 340/450 nm, 4-MU equivalents; active compounds read high; max dye-equivalent concentration, M; actives 11% (n = 59,000); AID 589; in the data active = max dye-equivalent concentration above about 10 nM; inconclusive = mostly about 1.1 nM to 9.6 nM
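Compounds in 100 mM Tris, pH 8.0, incubated 15 min at room temperature, then fluorescence read at 340 nm excitation/450 nm emission. Signal converted to 4-MU dye-equivalent concentration using an on-plate six-point 4-MU standard curve.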
ALOX15 inhib – inhibitors of human 15-lipoxygenase (ALOX15) | P16050 | purified 15hLO-1, xylenol orange hydroperoxide absorbance | Potency, µM (doses to about 57.1 µM), without a hit: at the highest dose activity change, negative = inhibition, most hits filed as inhibitors | actives 1.4% (n = 74,000); also: potency is read from the fitted curve at half-maximal effect; % is scaled to controls: 0 for no effect and ±100 for the full control effect; nearly all actives have a fitted effect of over 55% in size
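40 nM 15hLO-1 + cpd, 15 min RT; start w/ 50 uM AA (final), 6 min RT; stop/detect w/ 200 uM XO + 300 uM Fe(II) in 50 mM H2SO4, 30 min; A573/A405. Buffer 25 mM Hepes pH 7.5, 0.01% Triton X-100. No-enzyme wells as negative control.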
CRE-bla Fsk – alters forskolin-stimulated CRE reporter signaling in CHO cells | CHO CRE-bla reporter (cAMP response element driving beta-lactamase), forskolin EC10, beta-lactamase ratio | Potency, µM (doses to about 38.2 µM), without a hit: at the highest dose activity change, negative = inhibition, hits mostly activators | actives 2.5% (n = 71,000) | AID 662; active = well fitted activation curve with a large enough effect in the signal ratio, with a control signal flat, not every such curve was filed as active; inconclusive = small, poorly fitted or top-dose-only effect, or effect the other way, or a change in a side signal; the % refers to the signal ratio; also: potency is read from the fitted curve at half-maximal effect; % of control where 0% means no effect
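CRE-bla CHO reporter cells treated with compound titration plus EC10 NKH 477 (water-soluble forskolin), incubated 3 h at 37 °C; CCF4 loading 2 h at room temperature, 460/530 nm emission ratio read, AC50 values derived for positive or negative modulators.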
Hsp90 Hop PPI – changes Hsp90-Hop TPR2A binding signal, up or down. actives 0.44% (n = 71,000). Potency, µM (top dose mostly 57 µM), without a hit: top-dose activity change, negative = inhibition. AlphaScreen TPR2A-His6 binding biotin-Hsp90 C-terminal peptide; active = well fitted curve in either direction with a large enough effect; inconclusive = small, poorly fitted or top-dose-only effect, or another doubt; also: potency is read from the fitted curve at half-maximal effect; % is scaled to controls: 0 for no effect and ±100 for the full control effect; many of its hits are not listed in these tables
UbGFP stabilizer – ubiquitin-GFP accumulation via proteasome inhibition | Ubiquitin-GFP reporter cells, proteasome inhibition, GFP fluorescence; response scale: untreated = 0%, 10 µM MG-132 = 100% | AID 526 | Potency, µM (doses to about 45.9 µM), for the others: at the highest dose activation (GFP accumulation), most hits filed as activators | 67,000 tested, under 10 active; active = well fitted activation curve with a large enough effect, not every such curve was filed as active; inconclusive = small, poorly fitted or top-dose-only effect, or another doubt; inactive = no such curve, though single readings can be large or run the other way; also: potency is read from the fitted curve at half-maximal effect
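U2OS cells stably expressing ubiquitin(G76V)-GFP, seeded overnight in 0.5% FBS medium, were exposed to compounds (qHTS, 46 uM to 2.9 nM) for 4 hr at 37 °C. GFP-positive cells were counted by laser cytometry (488 ex/515 em), normalized between basal and 10 uM MG-132.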
DNA Pol III inh – blocks replication by bacterial DNA polymerase III holoenzyme | reconstituted DNA polymerase III holoenzyme replication, biochemical | Potency, µM (titrated, usually from 57.1 µM), for the others: at the highest dose activity change, negative = inhibition | actives 0.25% (n = 71,000) | AID 603; also: potency is read from the fitted curve at half-maximal effect; % is scaled to controls: 0 for no effect and ±100 for the full control effect
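Reconstituted *E. coli* holoenzyme (0.35 nM Pol III, 1 nM beta, 154 nM SSB, 2 nM primase) was preincubated with compound for 15 min at RT. Synthesis on 1.4 nM ssM13Gori ran 35 min, then was stopped with PicoGreen/EDTA and read as dsDNA fluorescence.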
Epigenetic mod – epigenetic GFP locus derepression in mouse cells. mouse C127i GFP locus derepression, cytometry, 30 h. Potency, µM (top dose mostly 46.1 µM), for the others: top-dose GFP derepression (activation). AID 597. actives 0.09% (n = 68,000); also: % of control where 0% means no effect
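Locus derepression in mouse mammary C127i cells whose integrated CMV-GFP reporter is normally silent; GFP expression after 30 h compound treatment was quantified by counting fluorescent cells.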
BRCT PPI red – inhibitors of human BRCA1 BRCT-phosphoprotein interaction (red fluorophore); P38398; BRCT-phosphopeptide binding, red fluorescence polarization; Potency, µM (highest dose often 76.9 µM), for the others: top-dose activity change, negative = inhibition, hits mostly inhibitors; actives 0.03% (n = 75,000); AID 892; also: % is scaled to controls: 0 for no effect and ±100 for the full control effect
Target sequence (P38398 whole entry, looked up): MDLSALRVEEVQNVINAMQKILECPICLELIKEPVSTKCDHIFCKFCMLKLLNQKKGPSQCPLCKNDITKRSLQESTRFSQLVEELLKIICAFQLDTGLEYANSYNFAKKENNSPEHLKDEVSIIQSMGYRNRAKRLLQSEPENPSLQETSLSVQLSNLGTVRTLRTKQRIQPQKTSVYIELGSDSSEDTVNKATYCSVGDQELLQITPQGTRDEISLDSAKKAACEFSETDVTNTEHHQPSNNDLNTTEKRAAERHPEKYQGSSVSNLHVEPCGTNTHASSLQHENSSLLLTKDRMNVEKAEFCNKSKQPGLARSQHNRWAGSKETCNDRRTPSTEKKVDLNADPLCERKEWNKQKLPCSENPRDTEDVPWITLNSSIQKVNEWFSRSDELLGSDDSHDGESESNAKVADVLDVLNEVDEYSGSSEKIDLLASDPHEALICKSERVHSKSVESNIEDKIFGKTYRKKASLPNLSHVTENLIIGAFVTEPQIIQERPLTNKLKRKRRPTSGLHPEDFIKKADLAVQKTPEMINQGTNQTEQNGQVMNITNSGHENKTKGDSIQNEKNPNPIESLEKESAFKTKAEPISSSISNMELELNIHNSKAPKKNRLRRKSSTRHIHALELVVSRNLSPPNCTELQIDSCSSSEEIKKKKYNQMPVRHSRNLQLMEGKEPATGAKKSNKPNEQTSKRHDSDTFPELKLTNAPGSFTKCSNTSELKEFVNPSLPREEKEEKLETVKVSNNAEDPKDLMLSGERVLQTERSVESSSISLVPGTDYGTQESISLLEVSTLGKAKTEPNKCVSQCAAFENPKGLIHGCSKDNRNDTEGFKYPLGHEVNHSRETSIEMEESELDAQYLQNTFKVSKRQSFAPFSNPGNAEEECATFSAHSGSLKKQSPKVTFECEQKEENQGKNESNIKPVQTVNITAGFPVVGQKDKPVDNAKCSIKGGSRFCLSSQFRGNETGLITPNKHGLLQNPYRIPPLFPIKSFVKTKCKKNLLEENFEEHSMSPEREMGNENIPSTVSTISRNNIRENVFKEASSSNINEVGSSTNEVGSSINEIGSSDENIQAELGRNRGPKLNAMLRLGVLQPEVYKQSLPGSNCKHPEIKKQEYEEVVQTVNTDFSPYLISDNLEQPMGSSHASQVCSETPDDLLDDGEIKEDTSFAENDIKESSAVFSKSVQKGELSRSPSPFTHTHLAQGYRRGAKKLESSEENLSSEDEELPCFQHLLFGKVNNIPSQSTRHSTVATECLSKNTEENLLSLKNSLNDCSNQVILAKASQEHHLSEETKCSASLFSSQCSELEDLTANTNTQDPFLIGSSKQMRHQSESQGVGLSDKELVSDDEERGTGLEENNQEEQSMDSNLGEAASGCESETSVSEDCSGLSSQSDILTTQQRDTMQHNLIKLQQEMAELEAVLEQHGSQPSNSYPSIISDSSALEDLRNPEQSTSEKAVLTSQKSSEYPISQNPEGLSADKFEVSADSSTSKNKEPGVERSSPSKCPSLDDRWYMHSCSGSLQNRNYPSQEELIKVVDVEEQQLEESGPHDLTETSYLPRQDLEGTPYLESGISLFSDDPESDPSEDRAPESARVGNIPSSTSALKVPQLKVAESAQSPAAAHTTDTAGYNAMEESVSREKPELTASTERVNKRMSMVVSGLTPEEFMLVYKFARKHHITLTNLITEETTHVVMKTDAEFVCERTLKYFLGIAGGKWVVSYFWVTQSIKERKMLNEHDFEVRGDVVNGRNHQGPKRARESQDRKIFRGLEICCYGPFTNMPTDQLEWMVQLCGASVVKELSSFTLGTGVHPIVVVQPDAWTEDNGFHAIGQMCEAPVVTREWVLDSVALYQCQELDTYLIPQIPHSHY
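Rhodamine-labelled pBACH1 10-mer (100 nM) bound to BRCT domain (100 nM) at pH 7.3; compounds incubated 12 min room temperature, polarization read. Free peptide defines full inhibition; unlabelled decapeptide titrated as control.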
BRCT inh green – inhibitors of human BRCA1 BRCT-phosphoprotein interaction (green fluorophore) | P38398 | BRCA1 BRCT-phosphopeptide binding, green fluorescence polarization | Potency, µM (highest dose often 76.9 µM), without a hit: at the highest dose activity change, negative = inhibition, most hits filed as inhibitors | actives 0.05% (n = 75,000);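 also: potency is read from the fitted curve at half-maximal effect; plate controls were peptide without protein for full effect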
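Fluorescence polarization: His-tagged BRCT (~35 kDa BRCA1 C-terminus, 250 nM) bound to 100 nM fluorescein-labeled phosphorylated 10-aa BACH1 peptide, pH 7.3 phosphate buffer with DTT and Tween 20. Compounds incubated 12 min at room temperature; inhibition read as lowered polarization.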
HBB splice mod – hemoglobin beta splicing modulation; HBB splicing reporter cell assay, activation; EGFP reporter with mutant IVS2-654 intron; response scale: normalised to 500 nM splice-correcting PNA; Potency, µM (highest dose often 46.1 µM), for the others: top-dose activation, most hits filed as activators; actives 0.06% (n = 65,000); AID 925; also: potency is read from the fitted curve at half-maximal effect; 0% is about no effect
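Compounds were applied for 2 days to HeLa EGFP-654 cells, 500/well in Optimem with 2% FCS. The reporter's EGFP is disrupted by mis-splicing of beta-globin intron IVS2-654. Readout: summed well GFP fluorescence from 488 nm laser scanning; reference was 500 nM antisense […] 654 PNA.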
* = called active by the depositor; i = inactive; ? = inconclusive; / = not tested or not shown; [ ] = another dose, or the depositor's remark. Unless noted, calls follow the shape of the dose curve; as a rule, active = well fitted curve in the direction sought with a large enough effect; inconclusive = small, poorly fitted or top-dose-only effect, or another doubt; inactive = no such curve, though single readings can be large; an effect the other way counts as inactive or inconclusive. An unsorted share of the library; overall some 12% were active at least once.

mol	CRE-bla Fsk	A350 fluor	4MU fluor	BRCT inh green	DNA Pol III inh	HBB splice mod	UbGFP stabilizer	Epigenetic mod	ALOX15 inhib	Hsp90 Hop PPI	BRCT PPI red
COc1cc2cc(CN(CCCO)S(=O)(=O)c3ccccc3)c(=O)[nH]c2cc1OC	6.0%	3.46e-07M*	4.38e-07M*	-1.5%	-4.6%	/	-3.7%	2.1%	1.8%	-6.2%	-2.0%
CC(C)N=C(NC#N)SCc1ccccc1F	-4.0%	i	i	0.8%	-10.9%	-2.2%	0.0%	-2.6%	11.7%	-2.4%	0.4%
Cc1ccc(CNC(=O)[C@H](C)[C@@H]2C[C@@]2(C)[C@@H](NC(=O)OCc2ccccc2)c2ccccc2)o1	-14.6%	/	/	0.5%	4.5%	2.7%	/	/	/	-6.3%	0.3%
OCCN1CCN(Cc2cccc(Oc3ccc(Cl)cc3)c2)CC1	6.7%	/	/	-1.0%	-2.0%	-6.0%	2.9%	-1.9%	-21.4%	-29.1%	-0.6%
CCn1c(SCC(=O)Nc2cccc(C(C)=O)c2)nnc1C(C)C	-5.8%	i	i	0.5%	0.6%	/	-2.5%	-1.7%	2.9%	-1.1%	1.2%
Cn1c(=O)cc(OCCCC(=O)NCc2ccc3c(c2)OCO3)c2ccccc21	25.2%	/	/	0.0%	-1.9%	0.0%	-5.8%	-3.4%	4.0%	-0.1%	-1.2%
Cc1csc(SCC(=O)NC(=O)NCc2ccccc2)n1	?	i	i	-1.7%	-4.6%	-1.4%	0.0%	3.4%	16.4%	?	-0.7%
O=C(NC1CCCCCCC1)C1=COCCO1	1.4%	i	i	-2.2%	0.1%	-0.3%[57.5 µM]	-1.1%	1.6%	1.1%	-0.3%	-1.8%
Cc1nc(C)c(C(=O)C2=C(O)C(=O)N(CCN(C)C)C2c2ccccc2)s1 (configuration not stated)	10.3%	?	?	-1.2%	2.2%	-0.4%[0.369 µM]	1.7%	6.5%	5.6%	-5.1%	-0.8%
COc1ccc(N2CCN(CCNC(=O)CCN3C(=O)COc4ccccc43)CC2)cc1	-3.6%	i	i	-1.4%	-1.2%	-3.8%[57.5 µM]	-2.6%	0.0%	1.4%	-8.3%	0.4%
CC12CCC(C(=O)NC3CCCC3)(CC1=O)C2(C)C (configuration not stated)	?	i	i	-2.5%	-0.4%	-0.1%	2.5%	0.0%	5.6%	-4.8%	0.9%
Cc1cccc2c1nc(-c1ccccc1)n1nnnc21	?	i	i	0.3%	-2.7%	1.0%	-21.1%	0.0%	-2.6%	3.4%	1.3%
O=C(CCCCCN1C(=O)CCC1=O)NCc1ccccc1	-5.8%	i	i	0.4%	0.8%	-0.1%	-1.2%	-3.2%	-6.6%	-3.1%	-1.2%
O=S1(=O)CC(N2CCOCC2)c2ccccc21 (configuration not stated)	3.8%	?	i	0.3%	-2.6%	0.8%[0.369 µM]	/	-2.1%	6.6%	-2.6%	-0.8%
CN(C)c1ncc2nc(-c3ccc(Cl)cc3)c(=O)n(Cc3ccc(F)cc3)c2n1	?	1.18e-08M*	?	-1.2%	-3.5%	1.7%	0.3%	8.1%[9.22 µM]	5.8%	-1.3%	-0.8%
O=C(NCc1ccccn1)c1ccc(CS(=O)(=O)Cc2ccc(Cl)cc2)o1	-11.4%	i	i	-2.0%	-0.9%	0.4%	-2.9%	3.8%	7.7%	-14.5%	-0.5%
CC12CN(Cc3ccccc3)CC(C)(CN(Cc3ccccc3)C1)C2=NO	-6.8%	/	/	-1.4%	-3.1%	1.9%	6.0%	3.4%	4.6%	-2.3%	0.7%
COc1ccc2cc(CN(Cc3ccco3)Cc3nnnn3C3CCCCC3)c(=O)[nH]c2c1	?	i	i	0.3%	-9.6%	-0.3%[57.5 µM]	-2.3%	-1.9%	2.4%	-7.1%	-0.5%
Cc1cc(NC(=O)c2cnn3cccnc23)nn1CC(=O)Nc1cccnc1	?	i	i	1.6%	-22.1%	0.0%	1.6%	8.1%	2.9%	?	-3.1%
Cc1ccc(CCNC(=O)C2CCN(S(=O)(=O)c3cccc4nsnc34)CC2)cc1	-6.3%	?	?	-2.4%	-3.6%	-0.5%	8.7%	0.0%	-8.7%	-1.0%	-1.5%
Cc1ccc2c(CC(=O)OCn3nnc4ccccc4c3=O)coc2c1	-3.0%	i	i	4.9%	?	-0.1%[57.5 µM]	-1.0%	1.9%	-27.4%	7.2%	-1.1%
CS(=O)(=O)NCc1ccc(C(=O)NC2CCCCC2)cc1	-0.5%	i	i	-2.5%	1.0%	3.8%	8.9%	0.0%	5.7%	-1.4%	0.1%
CC1=C(C(=O)OC(C)C)C(c2ccc(N(C)C)cc2)C2=C(CC(C)(C)CC2=O)N1 (configuration not stated)	3.3%	2.57e-08M*	2.82e-08M*	0.3%	-4.3%	/	-3.5%	-1.3%	-26.5%	-16.2%	-0.9%
c1ccc(CCNc2ncnc3c2cnn3-c2ccccc2)cc1	-2.6%	i	i	-1.0%	-8.8%	-0.7%	7.9%	2.6%	-6.8%	-6.7%	-0.7%
Cc1ccc(S(=O)(=O)c2cccc(S(=O)(=O)N3CCCC3)c2)cc1S(=O)(=O)N1CCCC1	?	/	/	-2.2%	0.4%	-1.5%[9.22 µM]	-9.8%	-2.2%	4.0%	4.4%	0.5%
Cc1cc(OCC(=O)NCCN2CCOCC2)cc(C)c1Br	7.2%	/	/	-0.1%	-2.7%	-0.9%	18.4%	0.0%	-7.8%	-3.0%	-0.2%
CCn1cc(C(=O)Nc2ccc3c(c2)OCCO3)c2cc(OC)c(OC)cc2c1=O	1.26µM*	/	/	-3.3%	-0.9%	-0.1%	-6.7%	/	5.2%	-9.1%	0.2%
COc1ccc(-c2nc3cnc(Oc4cccc(Cl)c4)nc3n(C[C@H]3CCCO3)c2=O)cc1	?	1.29e-08M*	?	1.9%	-1.0%	-0.4%	0.0%	0.3%[9.22 µM]	7.1%	1.0%	-0.3%
O=C(CSc1nnc(Cc2csc(Nc3cccc(Cl)c3)n2)o1)N1CCc2ccccc21	-2.2%	i	i	1.3%	-2.4%	/	-5.3%	5.0%	-11.1%	-10.4%	0.3%
CCNc1ccc(C(=O)OCC)cc1NC(=O)c1cccc(S(=O)(=O)N2CCOCC2)c1	-4.2%	i	i	-0.6%	-5.3%	2.1%[57.5 µM]	2.6%	3.2%	6.1%	-1.7%	-2.2%
COc1ccc(C(=O)CSc2nnnn2Cc2ccccc2)cc1	-3.3%	i	i	1.0%	-6.5%	-2.7%	-2.7%	0.0%	-2.5%	12.7%	-1.4%
CCCCNC(=O)CC1N=C2c3ccccc3N=C(SCC(=O)Nc3ccccc3C)N2C1=O (configuration not stated)	-23.6%	1.01e-07M*	1.17e-07M*	0.0%	-4.7%	0.4%	-4.7%	2.1%	6.0%	6.8%	-2.8%
Cc1cc(=O)oc2cc(OCC(=O)OCC(=O)N3CCc4ccccc43)ccc12	8.7%	2.12e-08M*	1.59e-08M*	-0.4%	-0.1%	-1.3%	-1.1%	-1.2%	-4.9%	-0.9%	-0.6%
CCn1nnc(NC(=O)CSc2ccc(Cl)cc2)n1	?	i	i	0.7%	-7.4%	2.0%	-10.0%	-1.1%	-12.6%	-5.3%	-2.4%
COC(=O)c1cc2ccccc2c(=O)s1	?	?	i	-0.2%	1.0%	1.1%	-1.0%	0.0%	5.4%	7.6%	-0.4%
Cn1c(=O)oc2cc(S(=O)(=O)N3CCCC(C(=O)NCCN4CCOCC4)C3)ccc21 (configuration not stated)	1.2%	/	/	-1.9%	-7.5%	-0.5%	0.0%	/	5.2%	-3.6%[2.3 µM]	0.4%
Cc1ccc(-c2noc(CN3C(C)CCCC3C)n2)cc1 (configuration not stated)	16.9%	/	/	-6.9%	-1.5%	-0.7%	-5.7%	/	3.0%	-0.1%[2.3 µM]	1.1%

Screening data (PubChem)
